Kir21 block – inhibitors of mouse Kir2.1 inward-rectifier potassium channel; P35561; AID 1672; HEK293-Kir2.1, FluxOR thallium flux fluorescence; stronger effect = lower value; actives 0.85% (n = 310,000); B-score at 10 µM;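 active = fluorescence ratio B-score at or below minus 3 SD of library scores, with starting-brightness B-score within 2 SD, cut at about -4.2 in these data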;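 note: channel flux triggered by added potassium and thallium sulfate stimulus; B-score of peak minus minimum fluorescence over baseline after thallium stimulus; more negative B-score means stronger Kir2.1 block with less thallium influx; some compounds called inactive have numbers as strong as hits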
Target sequence (P35561 whole entry, looked up): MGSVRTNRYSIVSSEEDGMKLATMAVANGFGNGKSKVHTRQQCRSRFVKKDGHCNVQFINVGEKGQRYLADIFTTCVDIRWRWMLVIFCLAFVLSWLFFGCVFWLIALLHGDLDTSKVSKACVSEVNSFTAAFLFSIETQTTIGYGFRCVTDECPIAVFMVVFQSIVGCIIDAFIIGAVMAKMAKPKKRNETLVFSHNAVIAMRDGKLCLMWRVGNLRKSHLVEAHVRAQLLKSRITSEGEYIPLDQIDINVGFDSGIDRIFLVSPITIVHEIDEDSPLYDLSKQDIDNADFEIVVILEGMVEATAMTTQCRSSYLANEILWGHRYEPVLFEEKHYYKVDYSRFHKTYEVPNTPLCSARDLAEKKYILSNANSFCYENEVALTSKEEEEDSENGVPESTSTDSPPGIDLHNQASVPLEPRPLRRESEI
KCNQ2 block – KCNQ2 potassium channel inhibitors, primary screen, cell-based, CHO-K1, FluxOR thallium flux, B-score (AID 2156); O88943; 20 min; stronger effect = lower value; B-score at 10 µM; actives 1.1% (n = 310,000);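 active = fluorescence ratio B-score at most minus 3 library SDs, with starting brightness B-score within 2 library SDs, cut at about -5.5 in these data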
* marks the source's active call; other numbers are inactive results; i = inactive.

SMILES | Kir21 block | KCNQ2 block
CC1(C)C(=O)C2(CCCCC2)C(=O)OC1C(=O)c1ccccc1 (stereo not drawn) | -0.02 | i
COc1ccc(/C=C(\NC(=O)c2ccco2)C(=O)N2CCOCC2)cc1 | 1.1 | i
CCOC(=O)c1[nH]c2ccc(OC)cc2c1N=CN(C)C | 0.46 | i
COC(=O)c1c(NC(=O)C(C)C)sc(C(=O)N2CCOCC2)c1C | 0.7 | i
COCC(=O)NC1CCN(S(=O)(=O)c2ccc(C(=O)O)cc2)CC1 | 0.07 | i
O=C(c1ccccc1)c1nccc2ccccc12 | -0.35 | i
CN1CCN(c2nc(C(N)=O)cc(-c3ccccc3)n2)CC1 | -0.37 | i
O=C(CSc1ccc2ccccc2c1)NC1CCCc2ccccc21 (stereo not drawn) | 0.39 | i
CCCC(C)C(=O)Nc1cc([N+](=O)[O-])ccc1F (stereo not drawn) | 1.52 | i
COCCn1c(N)c(Sc2ccc(C)cc2)c(=O)[nH]c1=O | 0.64 | i
CCC(=O)Nc1nc2ccccc2n1CCN1CCOCC1 | 0.13 | i
Cc1cc(NS(=O)(=O)c2ccc(NC(=S)NC(=O)c3ccccc3)cc2)no1 | 2.69 | i
CCOC(=O)c1c(C)c(C(=O)NCCN2CCOCC2)c(C)n1C | 0.74 | i
COc1ccc2cc(-c3[nH]ncc3CN3C[C@@H]4CCC[C@H]3C4)ccc2c1 | -0.04 | i
COc1ccc(CCC(=O)N2CCN(c3ccc(OC)cc3)CC2)cc1 | -1.39 | i
O=C1C2C3C=CC(C3)C2C(=O)N1c1cccc(N2C(=O)C3C4C=CC(C4)C3C2=O)n1 (stereo not drawn) | 2.14 | i
COCC(=O)Nc1sc2c(c1C(=O)OC)CCC(C)C2 (stereo not drawn) | -0.86 | i
Cc1cccc(C(=O)Oc2ccc(/C=N/NC(=O)c3ccncc3)cc2)c1 | -0.51 | i
Cc1cc(NC(=O)CN2C(=O)[C@@H]3[C@H](C2=O)[C@@H]2C[C@H]3C(Br)C2Br)no1 (stereo partly drawn) | 0.29 | i
CN(CC(=O)Nn1cnnc1)S(=O)(=O)c1ccccc1 | -0.88 | i
COc1ccc(CCNC(=S)N(C)C)cc1OC | -0.37 | i
O=c1cc(CN2CCCCC2)nc(C2CC2)[nH]1 | -1.94 | i
Cc1ccc(C(=O)/C=C/c2ccc3ncccc3c2)cc1 | -0.35 | i
COC(=O)c1cc(-c2ccc(Cl)cc2)n[nH]1 | -0.09 | i
CC(=O)Nc1c2c(nn1-c1cccc(Cl)c1)CS(=O)(=O)C2 | 2.07 | i
Cn1ccnc1SCC(=O)Nc1cccc(C(F)(F)F)c1 | -0.51 | i
CC(NC(=O)CSc1nc2ccccc2n1CCC#N)c1ccc(F)cc1 (stereo not drawn) | -2.95 | i
CCOC(=O)Cn1nc2sc3ccccc3n2c(=O)c1=O | -0.05 | i
C[C@]12C=CC(=O)C=C1CC[C@@H]1[C@@H]2[C@@H](O)C[C@@]2(C)[C@H]1CC[C@]2(O)C(=O)COC(=O)CCC(=O)NCCc1ccc(O)cc1 | 1.56 | i
Cc1cc(=O)n2c(sc3ccccc32)c1C#N | -0.82 | i
CCN1C=CC2=C(C#N)C(N)C(C#N)(C#N)C(c3ccccc3C(F)(F)F)C2C1 (stereo not drawn) | -1.21 | i
COCCCNC(=O)Cn1c(=O)n(Cc2ccc(C(=O)NCCc3ccc(OC)c(OC)c3)cc2)c(=O)c2ccccc21 | 0.18 | i
Cc1nn(Cc2ccc(Cl)cc2Cl)c(C)c1NC(=O)c1ccc(COc2cc(Cl)ccc2Cl)o1 | 2.28 | i
CNC(=O)c1sc(NCc2ccccc2OC)nc1C | -0.95 | i
O=C(CCS(=O)(=O)c1cccc2nonc12)Nc1cccc2c1CCCC2 | -1.59 | i
C=CCN(C(=O)CCC(=O)Nc1cc(C)on1)C(C(=O)NC1CCCC1)c1ccc(OC)c(OC)c1 (stereo not drawn) | 3.11 | i
CCc1ccccc1NC(=O)NCc1cccnc1 | -1.15 | i
CCCCn1c(N)c(N(CC(C)C)C(=O)c2cc(Cl)nc3ccccc23)c(=O)[nH]c1=O | 0.01 | i
O=C(Nc1cnn(C23CC4CC(CC(C4)C2)C3)c1)c1cnn2cccnc12 | -0.85 | i
O=C(CN1CCN(Cc2ccc(Cl)cc2)CC1)N/N=C/c1cccc(F)c1 | -2.22 | i
NNC(=O)c1nn(-c2ccc(Cl)cc2)cc1O | -1.05 | i
CCc1ccc(S(=O)(=O)Nc2cc3c(cc2N2CCCCC2)n(C)c(=O)c(=O)n3C)cc1 | 0.03 | i
CCc1ccccc1NC(=O)C1=CC(c2ccc(OC)c(OC)c2)=NS(=O)(=O)N1C | 0.98 | i
CCCCNC(=O)C1CC(=O)N(CCc2ccccc2)C1 (stereo not drawn) | 0.22 | i
Cc1c(O)c2cccnc2[nH]c1=O | 2.97 | i
CCc1cc(-c2n[nH]c(C)c2Oc2ccc(C(C)C)cc2)c(O)cc1O | -2.18 | i
COc1ccc(NC(=O)CNC(=O)c2nn(-c3ccc(OC)cc3OC)c(=O)c3ccccc23)c(OC)c1 | 0.96 | i
Cc1sc2nc(SCC(=O)NCCCO)n(-c3ccccc3)c(=O)c2c1C | 0.17 | i
COc1ccc(C2/C=C\CN(S(=O)(=O)c3ccc4ccccc4c3)CC(=O)N2Cc2ccc(F)cc2)cc1 (stereo not drawn) | 0.93 | i
CCOC(=O)C1CCN(Cc2ccc(O)c3ncccc23)CC1 | 0.22 | i

Additional results follow:
SMILES | Kir21 block | KCNQ2 block
COc1ccccc1C(=O)N1CCCC1(C#N)c1ccccc1 (stereo not drawn) | 0.04 | i
CC(=O)CSc1nc(C(F)(F)F)cc(=O)n1-c1ccccc1 | -0.84 | i
O=C(COC(=O)C1=COCCO1)Nc1ccccc1OC(F)F | 1.39 | i
COc1ccc(C(=O)/C=C2/Sc3cc4c(cc3N2C)OCO4)cc1 | 1.07 | i
O=C(COc1ccc(S(=O)(=O)N2CCOCC2)cc1Cl)NCCCn1ccnc1 | -0.54 | i
COC(=O)c1cc(C(=O)OC)n(Cc2ccc(F)cc2)c1C | -1.26 | i
Cc1cc(-c2onc3ccc(Cl)cc23)ccc1O | -1.93 | i
Cc1cc(NC(=O)CN2CCN(c3ccccc3O)CC2)no1 | 0.34 | i
CN(C(=O)COC(=O)c1cc(F)c(F)cc1Cl)c1ccccc1 | 0.87 | i
O=C(COC(=O)C12CC3CC(CC(C3)C1)C2)Nc1ccc([N+](=O)[O-])cc1Br | -2.06 | i
O=C(O)c1cc(N/N=C/c2ccc(-c3ccc(F)cc3)o2)ccc1Cl | 1.58 | i
CCCCOCCCNC(=O)c1cccc(OC)c1 | -0.25 | i
O=S(=O)(c1ccc(N2CCCC2)nc1)N1CCOCC1 | -2.76 | i
CCCCCN(C(=O)CCC(=O)OCc1cccc(C(F)(F)F)c1)c1c(N)n(CCCC)c(=O)[nH]c1=O | -0.7 | i
COC(=O)c1c(Cc2ccccc2Cl)c[nH]c1C | -0.26 | i
CCOC(=O)c1sc2nc(Cc3ccc(Cl)cc3)[nH]c(=S)c2c1C | 1.35 | i
CC(C)CNC(=S)NNC(=O)c1csc2c1CCCC2 | 0.34 | i
COCc1cc(C)nc(OC)c1C(N)=O | -4.4 | i
CCCCOc1ccc(/C=C/C(=O)OCC(=O)N2CC(=O)Nc3ccccc32)cc1OCC | -0.07 | i
CN(CCCC1CCCC1)C(=O)CC1C(=O)NCCN1Cc1cccc(F)c1F (stereo not drawn) | -0.03 | i
Cc1nn(-c2ccccc2)c2c1C(c1cccnc1)N1C=C(S(=O)(=O)N3CCCCC3)C=CC1=N2 (stereo not drawn) | -0.09 | i
Cc1ccc(N(C(=O)C(F)(F)F)C(C(=O)NC2CCCCC2)c2cccs2)cc1C (stereo not drawn) | -0.34 | i
O=C(O/N=C1\CCCc2ccccc21)C1CC1 | -0.48 | i
Cc1nc2c(-c3ccccc3)c(C)[nH]n2c(=O)c1Cc1ccccc1 | 0.6 | i
CC1=C(C#N)C(=O)OC(C)(C)C1 | 0.13 | i
CCSC1=NCCN1C(=O)Cc1ccc(-c2ccccc2)cc1 | 1.31 | i
Cc1csc(SCC(=O)Nc2oc(C)c3c(C)n[nH]c(=O)c23)n1 | 0.44 | i
COc1ccc2c(-c3ccccc3)cc3nnnn3c2c1 | 0.66 | i
COc1ccc(CN(C)C(=O)c2ccc(NS(=O)(=O)c3ccc(C)c([N+](=O)[O-])c3)cc2)c(OC)c1OC | -1.05 | i
O=C(Cc1ccc([N+](=O)[O-])cc1)N1CCCCCC1 | -0.84 | i
CC(C)(C)n1nc2c(c1NC(=O)c1ccc([N+](=O)[O-])cc1)CS(=O)(=O)C2 | 0.63 | i
O=C(CC(c1ccccc1)c1cc(Cl)ccc1O)NCCN1CCOCC1 (stereo not drawn) | 0.09 | i
CCOC(=O)c1ccc(NC(=O)CCOc2ccccc2)cc1 | 1.82 | i
COc1ccc(/C=C(\NC(=O)c2ccccc2)C(=O)N2CCN(C)CC2)cc1 | 0.05 | i
COc1ccc(NC(=O)CNc2ccc(C#N)cc2)cc1 | -0.67 | i
CCOc1cc(/C=N/Nc2nc(-c3cccc(S(=O)(=O)N4CCCC4)c3)cs2)ccc1O | -0.1 | i
O=C(CNC(=O)c1cccc(Br)c1)N/N=C/c1cccnc1 | 1.27 | i
N#Cc1ccc(Oc2cccc3cccnc23)c([N+](=O)[O-])c1 | -0.42 | i
C/C(=N\NC(=O)c1ccc(CSc2nncn2C)cc1)c1ccc(C#N)cc1 | -0.14 | i
CCN(CCCCCN(C)C)Cc1cc2ccccc2o1 | -0.05 | i
Cc1[nH]c(=O)c(C#N)c(C)c1CCC(=O)NCc1cccc(C(F)(F)F)c1 | 2.01 | i
O=C(O)C1CCCCC1C(=O)Nc1ccc(F)c(F)c1 (stereo not drawn) | -1.56 | i
COc1ccccc1NS(=O)(=O)c1cccc(C(=O)N/N=C(\C)c2ccc3c(c2)OCCO3)c1 | 0.1 | i
c1ccc(-c2ccc(C3=Nn4c(nnc4-c4cccs4)SC3)cc2)cc1 | 1.54 | i
Cc1noc(NS(=O)(=O)c2ccc(NC(=O)C(F)(F)C(F)(F)C(F)(F)F)cc2)c1C | 0.18 | i
CC(=C/c1ccccc1)/C=N/n1c(-c2ccco2)n[nH]c1=S | -0.03 | i
Cc1ccc(C)c(N(C(=O)CNC(=O)c2ccco2)C(C(=O)NC2CCCCC2)c2cccnc2)c1 (stereo not drawn) | -1.53 | i
O=C(Nc1ccc(F)c(Cl)c1)c1ccc2c(c1)OCO2 | -0.94 | i
CCc1nc(N2CCC3(CC2)OCCO3)c2nnn(Cc3ccccc3)c2n1 | -0.52 | i
Cc1ccc(C(=O)Nc2nnn(C)n2)cc1 | 1.38 | i

Next part.
SMILES | Kir21 block | KCNQ2 block
COc1cccc(C(=O)N2CCN(C(=O)c3cccc4ccccc34)CC2)c1OC | 3.17 | i
COc1cc(C(=O)NC2CCN(Cc3ccccc3)CC2)cc(Cl)c1OC | -1.51 | i
CCOC(=O)CN1C(=O)C(O)=C(C(C)=O)C1c1ccccc1 (stereo not drawn) | -0.47 | i
COc1ccc(C(c2sc3nc(C)nn3c2O)N2CCC3(CC2)OCCO3)cc1 (stereo not drawn) | 1.37 | i
O=C(c1ccc(-c2ccccc2)cc1)c1ccccc1C(=O)N1CCOCC1 | 0.23 | i
Cc1onc(-c2ccccc2Cl)c1C(=O)NCCCc1ccccc1 | -3.02 | i
CC(C)[C@H]1C(=O)Nc2ccccc2N1C(=O)N[C@@H](Cc1ccccc1)C(=O)N[C@H](C(=O)O)c1ccccc1 | 0.66 | i
CCc1nccn1S(=O)(=O)c1ccc(OC)c(OC)c1 | 2.16 | i
O=C(Nc1ccc(O)cc1)c1ccc2c(c1)C(=O)N(Cc1ccccc1)C2=O | 0.1 | i
O=C(NCc1ccc2c(c1)OCO2)c1n[nH]c(=O)c2ccccc12 | 2.08 | i
C=CCn1c(SCC(=O)OCC)nc(C(F)(F)F)cc1=O | 0.56 | i
CS(=O)(=O)c1ccc(S(=O)CC(=O)OCc2ccccc2)c([N+](=O)[O-])c1 (stereo not drawn) | -3.15 | i
COc1ccc(OC)c2c1cc(C(=O)N[C@@H](Cc1ccccc1)C(=O)O)n2C | 0 | i
Cc1nn(-c2ccccc2)c(Cl)c1C(=O)N1CCN(c2ncnc3c2cnn3-c2ccccc2)CC1 | -0.02 | i
CC(O)c1cccc(N=Cc2ccc3ccccc3c2O)c1 (stereo not drawn) | 1.19 | i
CCC(c1nnnn1CCOC)N(Cc1cc2cc(C)c(C)cc2[nH]c1=O)CC1CCCO1 (stereo not drawn) | 1.28 | i
O=C(CN1C(=O)NC2NC(=O)NC21)N/N=C/c1ccccc1O (stereo not drawn) | -0.55 | i
S=C(NCc1cccs1)Nc1ccccc1 | 0.46 | i

Screening results (PubChem BioAssay)
